CHT block: human CHT choline transport inhibition; CHT-expressing cells, membrane potential dye, choline response; stronger effect = lower value; hit rate 0.86% among 310,000; B-score at 10 µM; AID 488975;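 active = B-score over 3 SD under the library average, and starting fluorescence ratio not unusually high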;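 note: choline stimulus applied at its EC90 after an EC20 pre-addition; B-score computed on integrated fluorescence ratio after choline addition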
Target sequence (Q9GZV3 whole entry, looked up): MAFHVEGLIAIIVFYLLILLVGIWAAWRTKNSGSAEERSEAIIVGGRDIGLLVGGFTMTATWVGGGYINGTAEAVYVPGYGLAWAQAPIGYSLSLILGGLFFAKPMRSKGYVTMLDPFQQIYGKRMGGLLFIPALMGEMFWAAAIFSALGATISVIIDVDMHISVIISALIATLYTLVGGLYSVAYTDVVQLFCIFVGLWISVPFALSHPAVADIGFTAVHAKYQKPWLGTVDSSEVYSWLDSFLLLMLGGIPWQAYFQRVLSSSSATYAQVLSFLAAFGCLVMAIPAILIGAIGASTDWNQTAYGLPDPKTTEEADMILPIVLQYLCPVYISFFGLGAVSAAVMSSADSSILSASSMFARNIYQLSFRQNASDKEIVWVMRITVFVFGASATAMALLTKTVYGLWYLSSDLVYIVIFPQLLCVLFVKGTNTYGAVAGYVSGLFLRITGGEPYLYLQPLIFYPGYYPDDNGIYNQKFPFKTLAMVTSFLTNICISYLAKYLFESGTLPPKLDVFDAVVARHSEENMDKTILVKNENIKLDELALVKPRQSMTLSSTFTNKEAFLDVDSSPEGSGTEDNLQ
Kir21 block: Kir2.1 (mouse) channel inhibition. B-score at 10 µM. HEK293-Kir2.1, FluxOR thallium flux fluorescence; stronger effect = lower value. P35561. AID 1672. hit rate 0.85% among 310,000;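 active = fluorescence ratio B-score at or below minus 3 SD of library scores, with starting-brightness B-score within 2 SD, cut at about -4.2 in these data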;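 note: channel flux triggered by added potassium and thallium sulfate stimulus; B-score of peak minus minimum fluorescence over baseline after thallium stimulus; more negative B-score means stronger Kir2.1 block with less thallium influx; some compounds called inactive have numbers as strong as hits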
Target sequence (P35561 whole entry, looked up): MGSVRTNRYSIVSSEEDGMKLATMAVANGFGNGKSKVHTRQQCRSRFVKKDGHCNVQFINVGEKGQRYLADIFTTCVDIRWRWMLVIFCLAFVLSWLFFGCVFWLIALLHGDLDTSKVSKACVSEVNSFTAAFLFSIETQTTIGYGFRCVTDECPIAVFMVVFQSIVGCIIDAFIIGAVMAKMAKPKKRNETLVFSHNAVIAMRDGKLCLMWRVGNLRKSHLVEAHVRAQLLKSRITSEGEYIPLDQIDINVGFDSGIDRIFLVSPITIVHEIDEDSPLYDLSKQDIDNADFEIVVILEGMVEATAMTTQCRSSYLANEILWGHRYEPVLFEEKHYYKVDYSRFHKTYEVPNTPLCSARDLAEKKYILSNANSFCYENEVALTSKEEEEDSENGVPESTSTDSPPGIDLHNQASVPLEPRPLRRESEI
Numbers without * were called inactive; i = inactive; . = not tested or not shown.

Preview, seven compounds:
No.	canonical_smiles	CHT block	Kir21 block
1	CN(O)/C=C1\C(=O)Nc2ccccc21	i	-0.3
2	Cc1ccc(Nc2nc(Nc3ccc(C)cc3)nc(SC3=NCCS3)n2)cc1	i	-0.14
3	CCCN(CCC)C(=O)c1ccc2c(=O)n(Cc3ccco3)c(=S)[nH]c2c1	i	0.01
4	O=S(=O)(NCC1CCCO1)c1ccccc1F (stereo not given)	i	0.47
5	Cc1ccc(CCNC(=O)CCNS(=O)(=O)c2ccc3c(c2)oc(=O)n3C)cc1	i	2.63
6	O=C(O)CC(NC(=O)C1CCCCC1)c1cc([N+](=O)[O-])ccc1Cl (stereo not given)	i	0.31
7	NC(=O)c1c(NC(=O)c2cc3ccccc3o2)sc2c1CCC2	i	-0.67

Main list, repeating the preview:
No.	canonical_smiles	CHT block	Kir21 block
1	CN(O)/C=C1\C(=O)Nc2ccccc21	i	-0.3
2	Cc1ccc(Nc2nc(Nc3ccc(C)cc3)nc(SC3=NCCS3)n2)cc1	i	-0.14
3	CCCN(CCC)C(=O)c1ccc2c(=O)n(Cc3ccco3)c(=S)[nH]c2c1	i	0.01
4	O=S(=O)(NCC1CCCO1)c1ccccc1F (stereo not given)	i	0.47
5	Cc1ccc(CCNC(=O)CCNS(=O)(=O)c2ccc3c(c2)oc(=O)n3C)cc1	i	2.63
6	O=C(O)CC(NC(=O)C1CCCCC1)c1cc([N+](=O)[O-])ccc1Cl (stereo not given)	i	0.31
7	NC(=O)c1c(NC(=O)c2cc3ccccc3o2)sc2c1CCC2	i	-0.67
8	C=CCNC(=S)NNC(=O)c1ccc(OC(C)C)cc1	i	0.69
9	CC(C)CCC1=NN(C(=O)c2ccco2)C(O)(C(F)(F)F)C1 (stereo not given)	i	-2.83
10	O=C(/C=C/c1ccccc1)NC1CCCc2ccccc21 (stereo not given)	i	-1.32
11	COc1ccc(-c2noc(-c3ccccc3-c3ccccc3)n2)cc1OC	i	1.07
12	CC(C)(C)C(=O)Cn1ncc(N2CCCC2)c(Br)c1=O	i	0.81
13	Cc1nc(-c2ccc(S(=O)(=O)N3CCOCC3)cc2)cs1	i	1.91
14	C=CCNC(=O)CSc1nc2ccccc2c(=O)n1CCc1ccc(OC)c(OC)c1	i	-0.26
15	CCOC(=O)C(=O)NCC(c1cccs1)S(=O)(=O)c1ccc(Cl)cc1 (stereo not given)	i	0.35
16	COc1cc(CNn2cnnc2)ccc1OCC(=O)NC(C)(C)C	i	-3.75
17	O=C(NC1CC1)C1=C[C@H](c2csc3ccccc23)C[C@H](OCCCCO)O1	i	-0.16
18	O=C(CSc1nc2ccccc2o1)Nc1nncs1	i	-0.48
19	CC(C)CCn1c(CN2CC(C)OC(C)C2)nc2c1c(=O)n(C)c(=O)n2C (stereo not given)	i	0
20	Cn1c(CNC(=O)c2ccco2)nnc1SCC(=O)Nc1cccc(Br)c1	i	0.02
21	COc1ccc(OCC(=O)C2CC2)c(C#N)c1	i	-0.71
22	Cc1c(Cl)cccc1-n1ccnc1SCC(=O)O	i	1.26
23	CCC(C)S(=O)(=O)c1snnc1C (stereo not given)	i	-0.47
24	Cc1cc(C)cc(Oc2nc3ccccn3c(=O)c2/C=C(\C#N)C(=O)NC2CCS(=O)(=O)C2)c1 (stereo not given)	i	-0.87
25	CCCCC(=O)NC(=S)Nc1cc(C(=O)O)ccc1OC	i	0.29
26	O=c1c2ccccc2nc(-c2ccc(Br)cc2)n1Cc1ccccc1	i	-0.03
27	Cc1ccc(-c2ccnc(-c3ccc(O)cc3)n2)cc1	i	1.82
28	Cc1ccc(C(=O)C2=C(O)C(=O)N(c3ncccn3)C2c2ccc(Br)cc2)o1 (stereo not given)	i	0.96
29	COc1cccc(/C=N/n2c(C)nc3ccccc3c2=O)c1O	i	0.8
30	Cc1cc(C)nc(NS(=O)(=O)c2ccc(NC(=O)c3cccc(N4C(=O)CCC4=O)c3)cc2)n1	i	0.67
31	Cc1cccc(C(=O)NNC(=O)c2c(-c3ccccc3Cl)noc2C)c1O	i	-0.93
32	N#CC1=C(N)Oc2cc(N)ccc2C1c1cccc(F)c1 (stereo not given)	i	-0.34
33	COc1ccc2nc(NC(=O)C3CCCN(S(=O)(=O)c4cccc5nsnc45)C3)sc2c1 (stereo not given)	i	-0.01
34	COC(=O)c1ccc(OCC(O)CN2C(=O)NC(C)(C)C2=O)cc1 (stereo not given)	.	-0.15
35	CCN(CC)c1ccc(C(=O)NN)cc1	i	2.06
36	Cc1cc(C)c2nc(-c3ccccn3)cc(C(=O)Nn3cnnc3)c2c1	i	1.33
37	CC1(C(=O)NCCc2c[nH]c3ccccc23)C=CC2(CCCCC2)N1C(=O)c1ccccc1 (stereo not given)	i	-2.1
38	O=C(CCc1nnc2ccc(NCc3ccco3)nn12)Nc1cc(F)ccc1F	i	0.92
39	COc1cc(C(c2sc3nc(C)nn3c2O)N2CCc3ccccc3C2)cc(OC)c1OC (stereo not given)	i	-0.56
40	COc1ccc(NC(=O)c2cc(-c3ccc4c(c3)OCO4)on2)cc1	i	2.12
41	O=[N+]([O-])c1ccc(-c2nc(Nc3ccc(O)cc3)c3ccccc3n2)cc1	i	0.61
42	Cc1c(N=NC2=C(O)CCCC2=O)c(=O)n(-c2ccccc2)n1C	i	0.02
43	CCNc1c(NC(C)=O)c(=O)oc2ccccc12	i	0.13
44	Cc1ccc(C(=O)N/N=C/C2=Cc3ccccc3OC2C)cc1 (stereo not given)	i	0.64
45	CC1(NC(=O)N2CCOCC2)CCS(=O)(=O)C1 (stereo not given)	i	-2.01
46	CCCCOc1ccc(CSc2nncn2N)cc1	i	1.86
47	CCN(CC)C(=O)Cn1cc(S(=O)(=O)CC(=O)NCc2ccc3c(c2)OCO3)c2ccccc21	i	1.13
48	CC(C)CNS(=O)(=O)c1ccc(NC(=O)Cn2nc(-c3ccc(F)cc3)ccc2=O)cc1	i	-3
49	CCOc1ccccc1N1CCN(C(=O)c2cccs2)CC1	i	0.02
50	O=C1[C@H]2[C@@H](C(=O)N1c1cc(Cl)cc(Cl)c1)[C@]1(C(=O)Nc3ccccc31)N1CCC[C@@H]21	i	-1.42

(more compounds)
No.	canonical_smiles	CHT block	Kir21 block
51	C/C(Cl)=C/CSc1nnc2n(N)c(=O)c3ccccc3n12	i	-2.53
52	O=C(CC1C(=O)NCCN1Cc1cccc(Oc2ccccc2)c1)NCCc1ccncc1 (stereo not given)	i	-0.69
53	S=c1[nH]nc(-c2ccncc2)n1/N=C/c1cn(-c2ccccc2)nc1-c1ccc(Cl)cc1	i	1.73
54	O=C(CN(c1ccc(F)cc1)S(=O)(=O)c1ccc2c(c1)OCCO2)Nc1cccnc1	i	-0.88
55	COCCCN(C(=O)c1cccnc1SC)c1c(N)n(Cc2ccccc2)c(=O)[nH]c1=O	i	1.06
56	COc1ccc(Br)cc1C(=O)Nc1cccc(C)c1C	i	-0.23
57	CN(C)C=NC(=O)c1cc(C(=O)c2ccccc2Cl)c[nH]1	i	0.01
58	CCOC(=O)C1CCCCN1Cc1ccccc1C(F)(F)F (stereo not given)	i	-1.19
59	Nc1nc2nn(-c3ccccc3)nc2c(=O)[nH]1	i	-0.4
60	Cc1sc2nc(SCC(=O)N3CCN(CCO)CC3)n(-c3ccccc3)c(=O)c2c1C	i	-1.02
61	CC1CCCCN1CCCNc1ccc(C(CC(N)=O)NC(=O)c2ccccc2)cc1[N+](=O)[O-] (stereo not given)	i	0.29
62	O=C(NCCC1=CCCCC1)NC12CC3CC(CC(C3)C1)C2	i	-1.08
63	CC(=O)Nc1ccc(-c2csc(Nc3ncccn3)n2)cc1	i	1.04
64	COC(=O)c1cc(S(=O)(=O)Nc2cc(OC)cc(OC)c2)c[nH]1	i	0.51
65	C=CCNC(=S)N(C1CCCCC1)C1CCCCC1	i	-0.06
66	Cc1nc(NCCc2cnc[nH]2)c2oc3ccccc3c2n1	i	-0.4
67	CN(C)N1C(N)=C(C#N)C(c2ccccc2)C2=C1CCCC2=O (stereo not given)	i	-0.19
68	COC(=O)C(NC(C)=O)(Nc1ccccc1)C(=O)OC	i	-2.49
69	CC(C)c1ccc(N(CC(=O)N2CCN(Cc3ccccc3)CC2)S(C)(=O)=O)cc1	i	1.1
70	Cn1c(=NC(=O)C2=NNC(=O)CC2)sc2ccccc21	i	-0.95
71	Clc1ccc(CSc2nnc(-c3cccnc3)n2Cc2ccco2)c(Cl)c1	i	-4.35*
72	Cc1ccc(C(O)P(=O)(OCCC(C)C)c2ccc(N(C)C)cc2)cc1 (stereo not given)	i	-0.61
73	COc1ccc(CCn2c(-n3nc(C)cc3C)nc3c2c(=O)[nH]c(=O)n3C)cc1	i	0
74	O=C(O)C1=NN(c2ccccc2)C(=O)C1	i	-1.55
75	COCCN(C(=O)CSc1nnc(C)n1Cc1ccccc1)c1c(N)n(CC(C)C)c(=O)[nH]c1=O	i	-0.86
76	Cc1c(NS(=O)(=O)c2ccc(NC(=O)CCC(=O)O)cc2)c(=O)n(-c2ccccc2)n1C	i	-0.16
77	NC(=O)Cc1nc(-c2ccc([N+](=O)[O-])cc2)cs1	i	-0.78
78	O=C(Nc1nccs1)c1ccc(COc2ccccc2Br)o1	i	-0.72
79	COc1cccc([C@@H]2CC=C(C(=O)O)[C@H](c3ccccc3)N2S(=O)(=O)c2ccc(C)cc2)c1	i	.
80	CCN1CCN(CC(=O)Nc2c(OC)cccc2OC)CC1	i	-1.26
81	COc1ccc(CN2CCCC(C(=O)N3CCCC3)C2)cc1 (stereo not given)	i	0.98
82	C#CCn1cc(/C=C2\NC(=O)NC2=O)c2ccccc21	i	0.3
83	Cc1c2c(n3c(nc4ccccc43)c1C#N)N(CCN1CCOCC1)CC2	i	-1.62
84	O=C(NNC(=O)C1CC1c1ccccc1)Nc1cccc(Cl)c1 (stereo not given)	i	-0.63
85	O=C(c1ccc(Cl)c(S(=O)(=O)N2CCOCC2)c1)N1CCOCC1	i	0.46
86	O=C(Nc1sccc1C(=O)NCc1ccco1)c1cccnc1	i	-0.04
87	COC(=O)C1=CNC=C(C(=O)OC)C1c1ccc(Cl)cc1	i	-1.59
88	CCOC(=O)c1[nH]c(C)c(C(=O)c2cc(F)ccc2F)c1C	i	-0.8
89	CN(C(=O)Nc1ccc(C(C)(C)C)cc1)C1CCCCC1	i	1.24
90	O=C(NC1CC1)C1=C[C@H](c2ccc(Br)cc2)C[C@H](OCc2ccc(CO)cc2)O1	-6.37*	-1.55
91	O=C(O)c1ccc(/C=N\Nc2ccccn2)cc1	i	-0.49
92	C=C(C)CSc1[nH]c(=O)cc(C)c1C#N	i	1.52
93	Cc1ccc(-n2c(C)cc(/C=C3/C(=N)N4C(c5ccccc5)=CSC4=NC3=O)c2C)cc1	i	-0.66
94	O=C(c1cccc(S(=O)(=O)N2CCCC2)c1)N1CCCc2ccccc21	i	0.13
95	C#CCOCCOCCOCCNc1nc(N2CCOCC2)nc(N2CCN(C(=O)[C@H](CCC(=O)O)n3cc(C(N)Cc4ccc(O)cc4)nn3)CC2)n1 (stereo not given in full)	i	0.2
96	COC(=O)CCN1CCC(C(N)=O)CC1	i	-1.49
97	CC(NC(=O)c1cccnc1)C(c1ccccc1)N1CCN(C)CC1 (stereo not given)	i	1.22
98	c1ccc(Sc2cnc3ccccc3n2)cc1	i	0.27
99	COc1ccc(NC(=O)CSc2nc3c([nH]c4ccccc43)c(=O)n2C)c(OC)c1	i	-1.18
100	Brc1ccc(C2=Nn3c(nnc3-c3n[nH]c4c3CCC4)SC2)cc1	i	-0.09

Following part:
No.	canonical_smiles	CHT block	Kir21 block
101	CCCCNC(=S)NC1CCCC1	i	0.86
102	CSCCC(NC(=O)CCN1C(=O)c2ccccc2C1=O)C(=O)O (stereo not given)	i	0.44
103	CCOC(=O)[C@H]1[C@H]2COc3ccc(Br)cc3[C@@H]2N2C(=O)c3ccc(C)cc3NC(=O)[C@@]12C	i	.
104	Nc1nc(Nc2ccccc2Br)nc(C(F)(F)F)n1	i	-0.38
105	CCn1cnc2cc(NCc3ccc(N(C)C)cc3)ccc21	i	-1.55
106	O=S(=O)(Cc1ccccc1)N1CCCc2ccccc21	i	-2.96
107	Cc1cc2oc(=O)cc(CN3CCC(C)CC3)c2cc1Cl	i	0.15
108	Cc1sc2nc(CSc3ccc([N+](=O)[O-])c(C(F)(F)F)c3)[nH]c(=O)c2c1C	i	-0.42
109	CC1CN(C(=O)CSc2nnc(-c3ccncc3)n2-c2ccccc2)CC(C)O1 (stereo not given)	i	-0.09
110	N#Cc1ccc2ccn(CC(=O)NC3CCCCCC3)c2c1	i	-0.29
111	CC(=O)N1CCc2cc(S(=O)(=O)CCC(=O)N3CCc4ccccc4C3)ccc21	i	-0.31
112	CCc1ccc(NC(=S)N(CCC(C)C)C2CCN(C(C)=O)CC2)cc1	i	0.28
113	Cc1cccc(NC(=O)c2nnn(-c3cccc(C(F)(F)F)c3)c2N)c1	i	0
114	Cc1ccc(NCc2nnc(SCC(=O)OC3CCCCC3)o2)c(C)c1	i	0
115	CCC1(c2ccccc2)NC(=S)N(c2ccc(C)c(C)c2)N1 (stereo not given)	i	-0.13
116	COC(=O)c1ccccc1NC(=O)CSc1nc(Nc2ccccc2)nc(N2CCOCC2)n1	i	0.8
117	Oc1c(C=NCc2ccncc2)sc2ccccc12	i	-0.7
118	CCCCCn1c(Sc2nc3ccccc3s2)nc2c1c(=O)[nH]c(=O)n2C	i	-1.24
119	CC1CN(CC(=O)N2CCc3[nH]c4ccccc4c3C2)CC(C)O1 (stereo not given)	i	.
120	O=C(O)c1cc(NCc2ccc3c(c2)OCO3)ccc1N1CCOCC1	i	-0.43
121	COc1cccc(C2=NOC(C(=O)NCc3ccccc3)C2)c1 (stereo not given)	i	1.39
122	CN(C)C(=O)c1ccc(COc2ccccc2Br)o1	i	0.48

Screening results deposited in PubChem BioAssay by Johns Hopkins Ion Channel Center.
